ERG-DNA inh – inhibitors of human ERG Ets domain-DNA interaction | P11308 | hit rate 0.028% among 370,000 | fluorescence polarization, His-ERG Ets domain / labelled DNA | Potency, µM (series often up to 76.9 µM), for inactives: top-dose FP activity, negative = inhibition, usual class: inhibitors; active = well fitted inhibition curve with a large enough effect in the polarisation, with a control signal flat; inconclusive = small, poorly fitted or top-dose-only effect, or effect the other way, or a change in a side signal; inactive = no such curve, though single readings can be large or run the other way; the % refers to the polarisation;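 also: polarization taken with two DNA probes labelled with fluorescein and Texas red; % of control where 0% means no effect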
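His-tagged ERG Ets domain (1 uM in the protein solution; 300mM KCl, 50mM Tris-HCl, 1mM EDTA, 1mM DTT, pH 7.5) received compound, then a probe mix of 5 nM fluorescein-DNA and 100nM Texas-615-DNA. Fluorescence polarization was read for both dyes.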
ALOX12 inh – ALOX12 (human) lipoxygenase inhibition; hit rate 1.1% among 580,000; purified 12hLO, xylenol orange hydroperoxide absorbance; P18054; Potency, µM (doses to about 108 µM), without a hit: at the top dose activity change, negative = inhibition, hits mostly inhibitors; also: % is scaled to controls: 0 for no effect and ±100 for the full control effect
Target sequence (P18054 whole entry, looked up): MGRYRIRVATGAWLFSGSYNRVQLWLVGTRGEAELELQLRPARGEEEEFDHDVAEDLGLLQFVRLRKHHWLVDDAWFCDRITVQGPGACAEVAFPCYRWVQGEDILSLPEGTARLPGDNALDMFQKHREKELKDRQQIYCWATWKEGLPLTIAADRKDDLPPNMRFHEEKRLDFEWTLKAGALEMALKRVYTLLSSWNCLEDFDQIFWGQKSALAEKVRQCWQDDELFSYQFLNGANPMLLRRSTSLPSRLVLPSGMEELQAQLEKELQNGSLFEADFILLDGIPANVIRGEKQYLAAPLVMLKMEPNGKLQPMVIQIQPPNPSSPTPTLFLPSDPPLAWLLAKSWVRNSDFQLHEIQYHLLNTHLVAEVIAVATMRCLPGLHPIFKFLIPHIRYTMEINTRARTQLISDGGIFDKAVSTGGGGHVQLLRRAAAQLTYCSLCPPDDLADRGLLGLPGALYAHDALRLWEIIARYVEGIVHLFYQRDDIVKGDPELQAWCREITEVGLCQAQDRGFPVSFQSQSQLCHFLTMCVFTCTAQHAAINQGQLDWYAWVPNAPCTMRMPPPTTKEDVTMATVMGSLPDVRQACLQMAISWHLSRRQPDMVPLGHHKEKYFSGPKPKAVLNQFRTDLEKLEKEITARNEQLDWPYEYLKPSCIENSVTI
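Purified human 12hLO at 150 nM in 25 mM Hepes, 0.01% Triton X-100, pH 7.0, preincubated 15 min at room temperature with compound. Reaction started with 40 uM arachidonic acid, 30 min at room temperature. Hydroperoxide measured by Fe-xylenol orange, 573/405 nm absorbance ratio.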
PGK inhibitor – T. brucei PGK inhibition. P07378. PGK/GAPDH coupled, Kinase-Glo luminescence, 60 min. Potency, µM (highest dose often 57.5 µM), for the others: at the top dose activity change, negative = inhibition, most hits filed as inhibitors. hit rate 0.043% among 380,000. AID 602233; also: % is scaled to controls: 0 for no effect and ±100 for the full control effect; nearly all actives have a fitted effect of over 60% in size
Target sequence (P07378 whole entry, looked up): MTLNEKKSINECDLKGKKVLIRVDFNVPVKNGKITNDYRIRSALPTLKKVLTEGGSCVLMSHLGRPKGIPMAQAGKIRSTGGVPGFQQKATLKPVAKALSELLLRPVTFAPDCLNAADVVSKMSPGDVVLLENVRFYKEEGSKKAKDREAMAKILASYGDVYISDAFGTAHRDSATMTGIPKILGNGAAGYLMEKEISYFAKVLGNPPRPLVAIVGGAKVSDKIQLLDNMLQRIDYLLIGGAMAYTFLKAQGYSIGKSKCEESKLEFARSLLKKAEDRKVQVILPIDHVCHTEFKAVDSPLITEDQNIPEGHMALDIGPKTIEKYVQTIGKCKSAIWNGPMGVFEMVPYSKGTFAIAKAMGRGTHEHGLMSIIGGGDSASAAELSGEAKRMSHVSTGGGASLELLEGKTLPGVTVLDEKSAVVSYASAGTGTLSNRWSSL
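Recombinant glycosomal PGK reaction used 1,3-bisphosphoglycerate generated in-well by GAPDH (100nM final) in 100mM TEA pH 7.6, 5mM MgCl2, 0.01% Tween-20. After 60 minutes at room temperature, ATP was read by Kinase-Glo Plus luminescence end-point.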
TrxR1 inh – blocks rat thioredoxin reductase 1 | O89049 | recombinant rTrxR1, NADPH fluorescence consumption, selenite substrate | Potency, µM (titrated, usually from 114 µM), for the others: top-dose activity change, negative = inhibition, hits mostly inhibitors | hit rate 1% among 390,000 | AID 588453; also: % is scaled to controls: 0 for no effect and ±100 for the full control effect; nearly all actives have a fitted effect of over 65% in size
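Rat TrxR1 (90 nM in the dispensed reagent) was pre-reduced with 400 uM NADPH for 5 min at room temperature, then incubated with compound for 15 min. After 400 uM selenite was added, NADPH fluorescence (Ex 340/Em 450 nm) was followed for 8 min.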
RGS4 inh – human RGS4 inhibition | hit rate 0.039% among 390,000 | Transcreener GDP fluorescence polarization, RGS4-accelerated GTP hydrolysis | Potency, µM (titrated, usually from 114 µM), without a hit: at the top dose activity change, negative = inhibition, actives largely listed as inhibitors; also: % is scaled to controls: 0 for no effect and ±100 for the full control effect; nearly all actives have a fitted effect of over 75% in size; some results filed as inactive show a strong effect at the top dose
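MLSMR compounds (23 nl, pin-transferred) preincubated 10 min at room temperature with a 500nM (2x) first reagent, then RGS4 at 900nM (2x) plus Transcreener GDP mix added; fluorescence polarization (620/688 nm) read before and after 90 min at 30 °C.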
Pin1 inh – blocks the human prolyl isomerase Pin1 | hit rate 0.009% among 390,000 | Potency, µM (titrated, usually from 115 µM), for inactives: at the highest dose activity, negative = inhibition, actives largely listed as inhibitors | Pin1 FP peptide displacement, HiFluor488, 10 min; active = well fitted inhibition curve with a large enough effect in the polarisation, with a control signal flat, not every such curve was filed as active; inconclusive = small, poorly fitted or top-dose-only effect, or effect the other way, or a change in a side signal; inactive = no such curve, though single readings can be large or run the other way; the % refers to the polarisation; also: % is scaled to controls: 0 for no effect and ±100 for the full control effect
HP1b binding inh – inhibitors of HP1-beta chromodomain binding to methylated histone tails | hit rate 0.56% among 390,000 | Potency, µM (series often up to 114 µM), for inactives: top-dose activity change, negative = inhibition, most hits filed as inhibitors | AlphaScreen HP1-beta / biotin-H3K9me3 peptide binding | P83916; also: nearly all actives have a fitted effect of over 70% in size; inactives centre near 23
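AlphaScreen: HP1-beta (50 nM) preformed 30 min with biotin-H3(1-18)K9me3 peptide (50 nM) in PBS pH 7.4, 0.01% Tween-20. Compound added for 30 min at RT, then streptavidin donor/nickel chelate acceptor beads (10 ug/mL) for 30 min.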
GLS inhibitor – inhibitors of human glutaminase (GLS); O94925; GLS enzymatic activity, qHTS titration; Potency, µM (highest dose often 45.5 µM), for the others: at the top dose activity change, negative = inhibition, hits mostly inhibitors; hit rate 0.21% among 410,000; AID 624170; also: % is scaled to controls: 0 for no effect and ±100 for the full control effect
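hKGA in 45 mM KH2PO4 (pH 8.2), 0.02% Tween-20 with compound, then 1mM L-Glutamine (stock as added) plus glutamate oxidase/HRP/Amplex red coupling mix. Fluorescence read initially and after 30 min at RT; signal change reflects glutamate formation.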
JMJD2A Tudor inh – blocks the human JMJD2A Tudor domain; AID 504339; O75164; Potency, µM (doses to about 114 µM), for inactives: at the highest dose activity change, negative = inhibition, actives largely listed as inhibitors; hit rate 4.4% among 390,000; AlphaScreen JMJD2A-Tudor / H3K4me3 peptide binding; also: % is scaled to controls: 0 for no effect and ±100 for the full control effect; nearly all actives have a fitted effect of over 50% in size
Starred values were filed as active, the others as inactive; i = inactive; ? = inconclusive; / = no result given; & = joins results of further samples; [ ] = another dose, or the depositor's remark. Unless noted, calls follow the shape of the dose curve; as a rule, active = well fitted curve in the direction sought with a large enough effect; inconclusive = small, poorly fitted or top-dose-only effect, or another doubt; inactive = no such curve, though single readings can be large; an effect the other way counts as inactive or inconclusive. Potency is read from the fitted curve at half-maximal effect. A portion of the library, so the mix of outcomes need not match the whole.

Below each compound: ERG-DNA inh, ALOX12 inh, PGK inhibitor, TrxR1 inh, RGS4 inh, Pin1 inh, HP1b binding inh, GLS inhibitor, JMJD2A Tudor inh
COC(=O)c1cn(NC(=O)c2ccc([N+](=O)[O-])cc2Cl)c(=O)c2ccccc12
→ 2%, -1%, -10%, 4%[57.1 µM], -13%, 1%, 30%, -4%, -4%
COc1cccc(Oc2ccc(C(F)(F)F)cc2NC(=O)C2=COCCO2)c1
→ 2%, -6%, -3%, -3%, -9%, 3%, 58%[activator], -4%, 15%
CCOC(=O)c1c(NC(=O)Cn2ccsc2=N)sc(C)c1C
→ 14%, ?, 0%, 35%[57.1 µM], -33%, 0%, 19%, 1%, -13%
CCOc1ccc(CN2CCN(C/C=C/c3ccc(OC)cc3)CC2CCO)cc1 (stereo not given)
→ -3%, -2%, 1%, 10%, -4%, 5%, 9%, -1%, -4%
Cc1ccc(N2C(=O)CC(n3nc(C)cc3C)C2=O)cc1 (stereo not given)
→ -1%, 5%, -8%, 20%, 10%, -8%, 14%, 3%, -15%
Cc1ccc(C2C=C(c3ccccc3OC(F)F)Nc3ncnn32)cc1 (stereo not given)
→ -3%, ?, 2%, 14%, -1%, -15%, 35%, 4%, -17%
CCC(C)NC(=O)COc1ccc(OCc2ccccc2)cc1 (stereo not given)
→ -2%, -5%, -7%, -8%[57.1 µM], -14%, -1%, 37%, -1%, 2%
Cc1ccccc1C(=O)N1CCN=C1SCc1ccc([N+](=O)[O-])cc1
→ -7%, 0%, -2%, 4%[57.1 µM], 5%, 4%, -14%, 1%, -22%
CCC(=O)c1ccc(OC(=O)/C=C/c2cc(OC)c(OC)c(OC)c2)cc1
→ -12%, 15%, 2%, -28%, -22%, -2%, 13%, 1%, -1%
CC(=O)Cn1ncc(N2CCCCC2)c(Cl)c1=O
→ 0%, -1%, /, 12%, -1%, -2%, 31%, 3%, -17%
COCc1c(C(=O)NCc2ccccc2CN2CCCC2)oc2ccccc12
→ 9%, ?, i, 20%, -13%, 9%, 39%, 1%, -14%
CC[C@@H](C(=O)n1nc(C)cc1C)[C@H](NS(=O)(=O)c1ccc(C)cc1)c1ccccc1
→ -13%, 0%, -10%, -2%[57.1 µM], 8%, -4%, 33%, -1%, 6%
O=C(Nc1cccc(C(F)(F)F)c1)n1cc(-c2ccccn2)c(N2CCOCC2)n1
→ -3%, -15%, 0%, 5%[57.1 µM], 15%, -17%, 13%, 7%, 3%
Cc1ccc(NC(=O)Cn2cc(S(=O)(=O)NC(C)C)c(S(=O)(=O)NC(C)C)c2)cc1Cl
→ -2%, ?, 9%, 14%, -16%, ?, 22%, -4%, -10%
CC(C)N(CCNC(=O)C1CCN(S(=O)(=O)N2CCOCC2)CC1)Cc1ccccc1
→ 0%, 340%[activator], -11%, -8%, 8%, -2%, 31%, 20%, -3%
O=C(COc1ccccc1)NCC(=O)N/N=C/C=C/c1ccccc1
→ -5%, -16%, i, -10%[11.4 µM], -5%, 1%, 31%, 2%, 8%
CCC(C)(C)C(=O)Nc1ccc(OC)cc1[N+](=O)[O-]
→ 12%, -2%, -1%, 2%, 43%, 0%, -11%, -1%, -20%
O=C1c2cccnc2C(O)N1Cc1ccco1 (stereo not given)
→ -7%, -13%, -1%, -6%, 2%, -7%, 12%, -1%, -14%
Cc1ccccc1-c1noc(-c2ccccc2F)n1
→ -2%, 14%, -5%, 17%, 1%, -10%, 83%[activator], -2%, 65%[activator]
CC(=O)c1ccc(NC(=O)C(C)Sc2nnc(C3CC3)n2C2CC2)cc1 (stereo not given)
→ 10%, 0%, -2%, -3%, -6%, -2%, 17%, 3%, -4%
Cc1ccccc1-c1cccc([C@@H]2C[C@H]3[C@H](CON3C)CN2C(=O)C(C)(C)C)c1
→ -6%, 3%, -10%, 5%, -5%, 0%, 53%[activator], 0%, -9%
COc1cccc(/C=C/c2ccccn2)c1O
→ -5%, -11%, i, ?, -21%[11.4 µM], -2%, 9%, 51%[activator], -6%[11.4 µM]
O=S(=O)(NC(=S)NC1CCCCC1)c1ccccc1
→ 1%, ?, -2%, 3.2µM*, 25%, -10%, 19%, 11%, -18%
Cc1cc(NCCN2CCOCC2)n2nc(C)c(-c3ccccc3)c2n1
→ 7%, 304%[activator], -5%, 14%[57.1 µM], -12%, -6%, 39%[activator], 1%, -13%
CCN(CC(=O)Nc1ccc(NC(C)=O)cc1)C(=O)CSc1ncnc2sc(C)c(C)c12
→ 42%[activator], -18%, -6%, -20%, ?, ?, 8%, 1%, ?
O=C(Cc1cccc(NC(=O)C2CCCN(C(=O)C3CC3)C2)c1)Nc1ccc(C(=O)N2CCOCC2)cc1 (stereo not given)
→ -3%, 0%, -8%, 15%, 15%, -2%, 19%, 0%, -7%
O=C(CCC1CCCN(C(=O)CCCc2ccccc2)C1)N1CCN(c2ccccn2)CC1 (stereo not given)
→ -8%, 13%, i, 2%, 2%, 5%, 45%[activator], -9%, -5%
COc1ccc(OC)c2[nH]c(=O)c(CCNS(=O)(=O)c3ccccc3)cc12
→ 6%, -26%, -8%, ?, -4%, -1%, 14%, 3%, -21%
COCC(COCCCNC(=O)Nc1ccc(Br)cc1)OC (stereo not given)
→ -20%, 88%[activator], -6%, -9%, -11%, 0%, 44%[activator], -7%, -1%
c1cncc(-c2nc(-c3ccc4c(c3)OCCO4)cs2)c1
→ 13%, -24%, i, -6%, -4%, -2%, 35%, -10%, 1%

(cont.)
| SMILES | ERG-DNA inh | ALOX12 inh | PGK inhibitor | TrxR1 inh | RGS4 inh | Pin1 inh | HP1b binding inh | GLS inhibitor | JMJD2A Tudor inh |
| --- | --- | --- | --- | --- | --- | --- | --- | --- | --- |
| COc1ccc(OCC(=O)OCCN(C)C)cc1 | 2% | 1% | -7% | 19%[57.1 µM] | 9% | 0% | 16% | 2% | 1% |
| Cc1ccc(N2CC(C(=O)Nc3nnc(SCCN4CCOCC4)s3)CC2=O)cc1 (stereo not given) | -3% | i | 3% | -30% | 23% | 0% | 49%[activator] | 10% | -10% |
| COC(=O)c1c(NC(=O)c2ccc(C)o2)sc2c1CCCCC2 | -2% | -18% | -8% | 7%[57.1 µM] | 1%[11.4 µM] | -1% | 76%[activator] | 1% | 60%[activator][57.1 µM] |
| CCN(CC)S(=O)(=O)c1ccc2[nH]cc(C(=O)NCCC3=CCCCC3)c(=O)c2c1 | -7% | ? | i | 3% | -13% | ? | 21% | -1% | -16% |
| CCN(C(=O)COC(=O)/C=C/c1ccco1)c1c(N)n(Cc2ccccc2)c(=O)[nH]c1=O | 0% | -29% | -7% | 50µM* | 18% | -1% | 13% | -15% | -18% |
| Cc1ccc(S(=O)(=O)O)c(C)c1N1CCCC1=O | -8% | -12% | 1% | -1% | -32% | -7% | 39% | -2% | ? |
| CCOC(=O)c1ccc(Cl)c(NC(=O)c2ccc(-c3ccccc3)cc2)c1 | / | 8%[57.4 µM] | -6% | 14% | 10% | 3% | 16% | -10% | -1% |
| COc1cccc(-c2nc(CS(=O)(=O)CC(=O)NCc3ccc(Cl)cc3)c(C)o2)c1 | -25% | -62%&37% | i | 11%[57.1 µM] | 23% | 5% | 23% | 1% | 11% |
| O=C1CCCN1CC(CN1CCOCC1)Sc1nnnn1-c1ccccc1 (stereo not given) | 11%&-4% | -28%&-14% | -9%&2% | 21%&17% | -18%&1% | 1%&-5% | 5%&44% | -1%&5% | -14%&-14% |
| COc1ccc(-c2cc(C(=O)NCc3cccnc3)no2)cc1OC | 0% | 16% | 6% | 4% | 24% | 0% | 12% | 4% | -13% |
| NS(=O)(=O)c1cccc(NC(=O)COC(=O)CCC2CCCC2)c1 | 0% | ? | 6% | 14%[57.1 µM] | 5% | 0% | 6% | 6% | -23% |
| Cc1ccc(NC(=O)CNc2cc(S(=O)(=O)N3CCOCC3)ccc2NCC2CCCO2)cc1F (stereo not given) | 6% | -18% | -7% | 12% | 5% | 0% | -18% | -27% | ? |

Arranged by length of the SMILES (highest first): some entries from above
| SMILES | ERG-DNA inh | ALOX12 inh | PGK inhibitor | TrxR1 inh | RGS4 inh | Pin1 inh | HP1b binding inh | GLS inhibitor | JMJD2A Tudor inh |
| --- | --- | --- | --- | --- | --- | --- | --- | --- | --- |
| CCN(C(=O)COC(=O)/C=C/c1ccco1)c1c(N)n(Cc2ccccc2)c(=O)[nH]c1=O | 0% | -29% | -7% | 50µM* | 18% | -1% | 13% | -15% | -18% |
| O=C(COc1ccccc1)NCC(=O)N/N=C/C=C/c1ccccc1 | -5% | -16% | i | -10%[11.4 µM] | -5% | 1% | 31% | 2% | 8% |
| COC(=O)c1c(NC(=O)c2ccc(C)o2)sc2c1CCCCC2 | -2% | -18% | -8% | 7%[57.1 µM] | 1%[11.4 µM] | -1% | 76%[activator] | 1% | 60%[activator][57.1 µM] |
| O=S(=O)(NC(=S)NC1CCCCC1)c1ccccc1 | 1% | ? | -2% | 3.2µM* | 25% | -10% | 19% | 11% | -18% |
| CC(=O)Cn1ncc(N2CCCCC2)c(Cl)c1=O | 0% | -1% | / | 12% | -1% | -2% | 31% | 3% | -17% |
